SMARCA2 activ: activators of SMARCA2 function; MG213 cells, MMTV-luciferase reporter, dexamethasone, overnight; activation, % at 9.1 µM; actives 1% (n = 370,000); AID 652017; in the data active = activation above about 7.8%;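 also: 0% = vehicle wells and 100% = reference activator wells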
NR1D1 modulator: modulators of human Rev-erb alpha DNA binding; Rev-erbα–FITC-DNA binding, fluorescence polarization, 90 min; actives 0.79% (n = 370,000); activity, % at 10 µM; AID 1259318;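 active = activity above about 14%, limit read from the data; passing the limit was not always enough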;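 also: 0% = DMSO wells with 35 nM protein and 100% = DMSO wells with 750 nM protein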
NPR1 activator: GC-A (human) enzyme activation; P16066; HEK293 GC-A cells, cGMP TR-FRET, EC30 ANP; 0% at EC30 ANP, 100% saturating ANP; activation, % at 10 µM; actives 0.14% (n = 370,000); AID 1671463; in the data active = activation above about 40%
HTRA1 inh: HTRA1 (human) protease inhibition; actives 0.5% (n = 340,000); recombinant HTRA1, FP-rhodamine activity-based probe, fluorescence polarization; inhibition, % at 5.96 µM; in the data active = inhibition above about 36%;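 also: 0% = enzyme with DMSO and 100% = wells lacking enzyme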
mABHD4 FP: inhibitors of mouse ABHD4 | purified mABHD4, FP-Rh probe fluorescence polarization | inhibition, % at 8.92 µM | actives 0.54% (n = 370,000) | Q8VD66;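 active = inhibition exceeding the mean over every tested compound plus 3 SD, cut at about 30% in these data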;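 also: 0% = plate median of compound wells and 100% = S159A mutant with DMSO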
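Test system: mouse ABHD4 enzyme, wild type. Reagent: FP-Rh fluorescent activity-based probe, added after compound pre-incubation. Timing: pre-incubation 45 min, probe exposure 60 min, at 25 °C. Technique: FP readout, ex 525 nm / em 598 nm. Benchmarks: high control S159A mutant with DMSO, low control median of compound wells.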
ASAP1 GAP inh: blocks human ASAP1-stimulated Arf1 GTP hydrolysis; Q9ULH1; actives 0.19% (n = 360,000); AID 624377; inhibition, % at 16.5 µM; GDP FP detection; in the data active = inhibition above about 25%;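 also: 0% = vehicle with enzyme and substrate and 100% = no enzyme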
PG9 binder: binds the HIV-1 gp120 antibody PG9. TR-FRET gp120-PG9 antibody binding. inhibition, % at 6.7 µM. actives 0.43% (n = 360,000); in the data active = inhibition above about 8.5%
rCAG RNA binder: binds r(CAG) RNA repeats | r(CAG) RNA repeat, TO-PRO-1 dye displacement fluorescence | inhibition, % at 3 µM | actives 1.3% (n = 370,000) | AID 651821;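 active = inhibition above the plate cutoff, the mean of all test compounds on that plate plus 3 SD, cut at about 35% in these data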;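 also: 0% = DMSO alone and 100% = 100 µM mitoxantrone as full dye displacement; higher means more dye released from RNA so lower well fluorescence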
ARFGAP1 inh: inhibits rat ARF GTPase activating protein 1; Arfgap1-stimulated ARF1 GTP hydrolysis, GDP FP detection; actives 0.26% (n = 360,000); inhibition, % at 16.5 µM;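 active = inhibition above a per-plate limit, mean inhibition of low control wells plus 3 SD, cut at about 25% in these data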;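 also: 0% = DMSO wells with enzyme and 100% = wells lacking Arfgap1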
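Assay system: purified rat His6-Arfgap1 residues 1-136 (GAP domain); Reagent: human Δ17 ARF1 bound to GTP; Dosing: 16.5 µM single point, 1.26% DMSO; Times: GTP hydrolysis reaction 2 h at 25 °C; Signal: FP, GDP Alexa 633 tracer displaced from anti-GDP antibody, 620/688 nm; Measure: % inhibition from polarization.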
NPR2 activator: GC-B (human) receptor activation; P20594; activation, % at 10 µM; actives 0.11% (n = 370,000); HEK293-GC-B cells, CNP EC30, cGMP TR-FRET; 0% at EC30 CNP, 100% saturating CNP;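 active = activation at 10 µM reaching about 35% in either raw or pattern-adjusted values, limit read from the data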
Target sequence (P20594 whole entry, looked up): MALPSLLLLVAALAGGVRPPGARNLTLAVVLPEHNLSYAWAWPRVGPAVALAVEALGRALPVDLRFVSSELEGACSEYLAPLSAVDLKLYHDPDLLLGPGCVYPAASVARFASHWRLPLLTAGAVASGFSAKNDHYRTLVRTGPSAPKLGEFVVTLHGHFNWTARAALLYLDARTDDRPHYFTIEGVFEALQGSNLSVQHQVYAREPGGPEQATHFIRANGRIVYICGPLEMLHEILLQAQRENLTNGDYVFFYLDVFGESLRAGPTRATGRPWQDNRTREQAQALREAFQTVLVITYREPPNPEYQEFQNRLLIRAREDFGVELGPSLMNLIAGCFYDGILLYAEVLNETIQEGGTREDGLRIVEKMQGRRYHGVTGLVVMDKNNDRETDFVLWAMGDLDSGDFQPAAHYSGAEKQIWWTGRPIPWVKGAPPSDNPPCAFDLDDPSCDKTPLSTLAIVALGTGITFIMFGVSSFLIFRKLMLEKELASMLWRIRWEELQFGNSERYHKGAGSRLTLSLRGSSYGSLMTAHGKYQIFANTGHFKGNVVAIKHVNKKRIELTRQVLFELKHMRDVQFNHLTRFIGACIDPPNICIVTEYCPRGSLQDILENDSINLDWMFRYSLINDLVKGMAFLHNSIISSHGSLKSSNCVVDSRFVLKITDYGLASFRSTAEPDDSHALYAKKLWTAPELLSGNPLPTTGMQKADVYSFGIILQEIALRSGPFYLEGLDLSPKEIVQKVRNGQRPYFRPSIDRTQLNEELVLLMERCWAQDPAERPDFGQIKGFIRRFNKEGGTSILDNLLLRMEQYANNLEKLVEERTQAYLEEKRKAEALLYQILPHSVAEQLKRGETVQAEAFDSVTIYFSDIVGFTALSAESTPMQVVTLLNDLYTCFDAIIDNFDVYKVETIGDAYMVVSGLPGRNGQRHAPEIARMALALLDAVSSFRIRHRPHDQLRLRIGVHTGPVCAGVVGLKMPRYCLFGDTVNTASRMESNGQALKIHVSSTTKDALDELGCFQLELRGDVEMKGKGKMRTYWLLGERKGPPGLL
* marks the source's active call; other numbers are inactive results; nt = no result given.

SMILES	SMARCA2 activ	NR1D1 modulator	NPR1 activator	HTRA1 inh	mABHD4 FP	ASAP1 GAP inh	PG9 binder	rCAG RNA binder	ARFGAP1 inh	NPR2 activator
CCS(=O)(=O)c1ccc2oc(SCC(=O)c3ccco3)nc2c1	0	-2	-1	4	11	1	-1.2	7	3	3
COc1cccc2cc(C(=O)OCC(=O)N3CC(C)OC(C)C3)c(=O)oc12 (centres undefined)	3	4	1	-5	6	-8	1.4	0	3	-1
COC(=O)c1c(Sc2ccccc2)c2ccccc2n1C	-2	1	4	-6	-3	-9	3.2	2	10	-2
Cc1cccc(OCC(=O)Nc2ccc(N3CCN(C(=O)c4ccco4)CC3)cc2)c1C	-2	2	0	1	3	12	-1.8	-2	13	1
Cc1cccc2cc(CNCc3ccccc3)c(Cl)nc12	-5	-2	7	-4	7	0	1.5	-5	18	-3
CCCn1nc(NC(=O)c2ccccn2)c2cc3cc(C)ccc3nc21	-2	4	0	-40	-3	-4	0.2	12	-5	-4
C=CCn1c(=N)c(C#N)cc2c(=O)n3ccccc3nc21	-4	-1	5	-7	-2	-2	1.2	4	12	2
CC[C@@]1(C(=O)OC)N[C@H](CN(C)C(=O)COc2ccccc2)[C@@H]2C(=O)N(C)C(=O)[C@@H]21	-2	6	0	7	1	2	-0.8	2	6	6
CC(C)CNC(=O)c1ccccc1SCC(=O)NC12CC3CC(CC(C3)C1)C2	-3	4	2	1	8	-10	0.4	-10	8	1
COCCNC(=O)/C(C#N)=C/c1c(N2CCN(c3cccc(Cl)c3)CC2)nc2c(C)cccn2c1=O	-2	-2	-4	-7	2	-1	0.0	1	-4	1
Cc1ccc(NC(=O)OC2CCC23CCCCC3)cc1 (centres undefined)	-1	2	-1	nt	2	nt	nt	1	nt	2
CC(NC(=O)COC(=O)Cc1ccc(-c2ccccc2)cc1)c1ccccc1 (centres undefined)	3	3	3	-26	-6	5	-1.1	4	-4	2
CCCCC1=CC2=C(c3ccco3)C(=O)C(C)(OC(=O)c3ccc(OC)cc3)C(=O)C2=CN1c1ccc(OC)cc1 (centres undefined)	0	5	-2	23	12	-8	11*	11	9	-2
Cc1nc(SCC(=O)Nc2cc(C)on2)c2c(C)c(C)sc2n1	0	11	2	-2	0	8	-0.8	2	5	-4
Cc1c(Br)c([N+](=O)[O-])nn1CC(=O)N1CCc2ccccc21	-1	2	4	1	0	-2	-0.9	0	7	3
CCCc1c(O)nc(SCc2ccccc2)[nH]c1=O	3	-3	1	7	-1	-5	0.1	0	6	-3
CC1(C)CC2CC(C)(CN2S(=O)(=O)c2ccc(C(=O)Nc3cc(S(=O)(=O)N4CCOCC4)ccc3Cl)cc2)C1 (centres undefined)	-4	1	-3	-28	7	-9	-2.8	10	-7	3
CCn1c(=O)c(C(=O)CN2CCOCC2)c(N)n(Cc2ccccc2)c1=O	-1	2	4	4	11	4	1.1	-7	-8	5
CNNC(=S)NC1CC2CC1C1C=CCC21 (centres undefined)	-2	5	2	-16	2	-12	-0.9	-1	4	0
COC(=O)CSc1nn(-c2ccc(F)cc2)c(=S)s1	-1	-1	40*	-2	0	-6	-0.2	-3	-14	-10
Cc1nnc(NC(=O)c2ccc(-c3ccc([N+](=O)[O-])cc3)o2)s1	5	0	-2	-2	6	4	-2.0	5	1	-5
Cc1cccc(NC(=O)CSc2cc(C)c(C#N)c3nc4ccccc4n23)c1	-2	-3	13	9	11	-3	0.8	15	12	0
COc1cc(CN2CCN(CCCc3ccccc3)C(CCO)C2)cc(OC)c1O (centres undefined)	-3	-3	3	-5	7	-5	-0.8	-4	-2	-1
CN(c1cccc(NC(=O)COc2ccc(Cl)cc2Cl)c1)S(C)(=O)=O	9.4*	3	13	-6	1	10	-2.1	-1	5	14
Cc1cccc(N(CC(=O)NCCSCc2ccccc2)S(C)(=O)=O)c1	0	2	0	-3	-1	14	1.1	-7	-10	1
CCCc1nc2cc(C)c(Br)c(C)n2c1Cc1ccccc1OC	-3	0	-6	nt	2	9	-0.4	10	7	-2
O=C(NC1CCSc2ccccc21)c1ccc(F)cc1 (centres undefined)	-1	-1	6	-5	-4	-19	0.9	-2	-1	-1
CN(C)c1ccc(N/C(N)=N/c2nc(C(F)(F)F)cc(C(F)(F)F)n2)cc1	-1	-5	-2	10	11	15	0.8	-2	7	-1
COCCn1c(SCc2cccc(F)c2)nc2cc(C(=O)OC)ccc2c1=O	-2	-1	8	2	-6	5	-1.1	0	-2	10
COc1ccc(C2=NN(C(=O)CSc3nc(=O)n4cccc(C)c4n3)C(c3ccc(C)cc3)C2)cc1 (centres undefined)	1	39*	1	-10	-2	4	-0.3	4	0	2
Cc1ccc2nc(-c3cccc(Br)c3)cc(C(=O)NC3CC3)c2c1	0	4	-1	-6	3	-11	-3.0	3	3	-2
CC(C)C1Nc2c(O)cc(Cl)c([N+](=O)[O-])c2C2C=CCC21 (centres undefined)	-1	1	1	32	58*	0	-3.7	37*	-15	6
CCC(=O)Nc1cccc(NC(=S)NC(=O)Cc2ccccc2)c1	0	4	0	-13	-2	1	1.5	-3	-11	1
COC(=O)[C@]1(Cc2ccccc2)N[C@H](CN(C)C(=O)Nc2ccccc2)[C@@H]2C(=O)N(C)C(=O)[C@@H]21	-4	-1	0	10	0	-6	-0.8	-1	-6	4
Cc1cc(C)cc(C(O)c2ncc(-c3ccccc3F)[nH]2)c1 (centres undefined)	-3	4	-2	nt	-6	2	0.2	2	-10	-1
CC(C)CCN1CCN(CCCn2cccn2)CC1CCO (centres undefined)	2	1	-1	-4	6	6	-2.0	1	-2	6
CS(=O)(=O)N1CCc2cc(S(=O)(=O)N3CCCCC3)ccc21	-2	1	-2	3	-9	-5	-0.6	-1	4	-1
Cc1cc(=O)[nH]c(CN2CCC(c3ccccc3)CC2)n1	-2	1	-2	nt	-7	-7	-1.0	1	-4	1
Cc1onc(-c2ccncc2)c1C(=O)O	1	1	7	3	2	-2	0.8	2	-6	-9
O=C(COC(=O)c1cc(S(=O)(=O)N2CCCCC2)ccc1N1CCOCC1)c1ccccc1	0	-2	-1	-54	-1	-5	-0.5	-5	-10	1
CC(C)CCNC(=O)c1[nH]c(C(F)(F)F)nc1-c1ccccc1	-2	2	2	nt	-9	-16	-0.6	2	3	6
Fc1ccccc1NC(=S)NC1CCCC1	-2	-2	2	2	0	-14	-2.5	-3	-4	2
CCCNC(=O)C(CC)NS(=O)(=O)c1ccc(OC)cc1 (centres undefined)	-1	7	-1	-5	-12	7	1.4	4	6	4
CC1CN(Cc2cc(=O)oc3cc(O)c(Cl)cc23)CC(C)O1 (centres undefined)	-3	-7	2	4	-3	-1	-0.1	4	2	1

Entries shown so far containing an aryl thioether with sulfur outside any ring:
SMILES	SMARCA2 activ	NR1D1 modulator	NPR1 activator	HTRA1 inh	mABHD4 FP	ASAP1 GAP inh	PG9 binder	rCAG RNA binder	ARFGAP1 inh	NPR2 activator
CCS(=O)(=O)c1ccc2oc(SCC(=O)c3ccco3)nc2c1	0	-2	-1	4	11	1	-1.2	7	3	3
COC(=O)c1c(Sc2ccccc2)c2ccccc2n1C	-2	1	4	-6	-3	-9	3.2	2	10	-2
CC(C)CNC(=O)c1ccccc1SCC(=O)NC12CC3CC(CC(C3)C1)C2	-3	4	2	1	8	-10	0.4	-10	8	1
Cc1nc(SCC(=O)Nc2cc(C)on2)c2c(C)c(C)sc2n1	0	11	2	-2	0	8	-0.8	2	5	-4
CCCc1c(O)nc(SCc2ccccc2)[nH]c1=O	3	-3	1	7	-1	-5	0.1	0	6	-3
COC(=O)CSc1nn(-c2ccc(F)cc2)c(=S)s1	-1	-1	40*	-2	0	-6	-0.2	-3	-14	-10
Cc1cccc(NC(=O)CSc2cc(C)c(C#N)c3nc4ccccc4n23)c1	-2	-3	13	9	11	-3	0.8	15	12	0
COCCn1c(SCc2cccc(F)c2)nc2cc(C(=O)OC)ccc2c1=O	-2	-1	8	2	-6	5	-1.1	0	-2	10
COc1ccc(C2=NN(C(=O)CSc3nc(=O)n4cccc(C)c4n3)C(c3ccc(C)cc3)C2)cc1 (centres undefined)	1	39*	1	-10	-2	4	-0.3	4	0	2

Compound profiles (already shown).
Results for Cc1ccc2nc(-c3cccc(Br)c3)cc(C(=O)NC3CC3)c2c1 = SMARCA2 activ = 0; NR1D1 modulator = 4; NPR1 activator = -1; HTRA1 inh = -6; mABHD4 FP = 3; ASAP1 GAP inh = -11; PG9 binder = -3.0; rCAG RNA binder = 3; ARFGAP1 inh = 3; NPR2 activator = -2
Results for CC(C)CCN1CCN(CCCn2cccn2)CC1CCO (centres undefined) = SMARCA2 activ = 2; NR1D1 modulator = 1; NPR1 activator = -1; HTRA1 inh = -4; mABHD4 FP = 6; ASAP1 GAP inh = 6; PG9 binder = -2.0; rCAG RNA binder = 1; ARFGAP1 inh = -2; NPR2 activator = 6

Rows are unselected (roughly 4.4% active in at least one column).
